Compound activity from PubChem BioAssay.
D3 antag – D3 dopamine receptor (human) antagonism; P35462; D3R cells, DiscoveRx beta-arrestin luminescence, antagonist mode; active compounds read low; max response, negative = inhibition, %; hit rate 2.5% among 360,000; AID 652054; in the data active means max response below about -50%; inconclusive means no clear call, values can overlap the other calls; further: on the % scale 0 is the no-effect control and ±100 the full control effect; mostly tested at two doses, the higher about 12 µM
Target sequence (P35462 whole entry, looked up): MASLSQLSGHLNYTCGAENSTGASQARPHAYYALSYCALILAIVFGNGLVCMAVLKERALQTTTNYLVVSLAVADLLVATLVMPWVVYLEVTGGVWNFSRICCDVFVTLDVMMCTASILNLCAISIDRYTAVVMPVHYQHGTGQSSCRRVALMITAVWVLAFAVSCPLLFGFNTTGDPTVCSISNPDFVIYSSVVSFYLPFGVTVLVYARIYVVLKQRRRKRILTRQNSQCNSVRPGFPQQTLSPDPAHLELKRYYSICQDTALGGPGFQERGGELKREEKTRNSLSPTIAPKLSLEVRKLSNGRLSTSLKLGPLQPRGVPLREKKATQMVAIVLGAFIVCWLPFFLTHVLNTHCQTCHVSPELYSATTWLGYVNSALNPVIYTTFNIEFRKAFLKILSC
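Cells expressing the human receptor were seeded at 1500 cells/well, incubated overnight at 37 degrees C in 5% CO2, then exposed to library compounds with dopamine controls for 90 minutes at 37 degrees C before luminescent detection.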
GLP-1R agonist – agonists of human GLP-1 receptor; AID 624172; hit rate 0.007% among 380,000; P43220; Potency, µM (top dose mostly 45.6 µM), for the others: at the highest dose activation, hits mostly activators; HEK293 GLP-1R CRE-luciferase, luminescence, 4-6 h; cells express a hypersensitive GLP-1R form; further: potency means the concentration at half of the fitted maximal effect; % of control where 0% means no effect
D3 ag – agonists of human D3 dopamine receptor; P35462; D3R DiscoveRx beta-arrestin cells, luminescence, 90 min; max activation, %; hit rate 0.58% among 410,000; AID 652048; in the data active means max activation above about 30%; further: 0% is about no effect; mostly tested at two doses, the higher about 12 µM
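Agonist mode: compounds and dopamine controls were applied to plated cells for 90 min at 37 degrees C after an overnight attachment at 1500 cells/well. Luminescent read-out followed 30 - 60 minutes at room temperature with DiscoveRx detection reagent.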
PTHR1 ag – agonists of human PTHR1 parathyroid hormone receptor | Q03431 | HEK293 GP2 PTHR1 cells, GloSensor cAMP luminescence, 1 h | Potency, µM (series often up to 115 µM), without a hit: at the top dose activation, usual class: activators | hit rate 0.075% among 410,000 | AID 743266; further: potency means the concentration at half of the fitted maximal effect; nearly all actives have a fitted effect of over 55% in size; some results filed as inactive show a strong effect at the top dose; inactives centre near -15; many of its hits are not listed in these tables
Target sequence (Q03431 whole entry, looked up): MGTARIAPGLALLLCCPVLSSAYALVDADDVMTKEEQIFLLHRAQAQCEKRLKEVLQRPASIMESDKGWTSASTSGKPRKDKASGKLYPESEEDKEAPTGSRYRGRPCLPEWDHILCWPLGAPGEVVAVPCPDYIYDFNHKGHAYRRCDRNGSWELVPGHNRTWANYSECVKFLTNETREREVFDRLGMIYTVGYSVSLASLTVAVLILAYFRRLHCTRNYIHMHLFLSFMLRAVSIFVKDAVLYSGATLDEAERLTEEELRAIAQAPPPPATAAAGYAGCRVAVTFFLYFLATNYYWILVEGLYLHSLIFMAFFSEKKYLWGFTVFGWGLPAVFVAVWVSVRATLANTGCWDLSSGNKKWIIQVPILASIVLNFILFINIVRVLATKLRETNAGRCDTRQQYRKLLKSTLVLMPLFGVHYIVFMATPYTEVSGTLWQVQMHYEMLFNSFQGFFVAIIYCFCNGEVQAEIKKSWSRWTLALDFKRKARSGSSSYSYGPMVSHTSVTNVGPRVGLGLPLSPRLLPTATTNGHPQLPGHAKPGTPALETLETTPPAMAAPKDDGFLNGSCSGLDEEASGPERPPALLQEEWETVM
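HEK-293-derived GP2 cells expressing PTHR1 and a GloSensor cAMP reporter, 3,000/well, plated overnight, given luciferin plus IBMX (each 0.5 mM as added) for 1 h at 37 °C, then compound for 1 h at 37 °C. Luminescence was read after 15 min at room temperature.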
aSyn yeast inh – inhibitors of alpha-synuclein toxicity in yeast; AID 652106; Potency, µM (series often up to 46.1 µM), for inactives: at the top dose growth rescue (activation), actives largely listed as activators; hit rate 0.14% among 370,000; Yeast expressing alpha-synuclein, growth rescue, BacTiter-Glo, 24 h; further: potency means the concentration at half of the fitted maximal effect; % of control where 0% means no effect; nearly all actives have a fitted effect of over 65% in size
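Galactose-induced alpha-syn yeast (OD600=0.02, raffinose-pregrown) + pinned cpd, 24 hr, 30 deg C; growth by BacTiter-Glo luminescence. Growth restoration scores as activation.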
HEK293 tox – cytotoxicity in counter-screen for GLP-1R inverse agonists; Potency, µM (doses to about 38.3 µM), for inactives: at the highest dose activity change, negative = inhibition, actives largely listed as inhibitors; HEK293 cAMP-luciferase reporter cells, luminescence, 24 h; AID 624418; hit rate 0.13% among 410,000;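 further: loss of luciferase light is scored as toxicity; potency means the concentration at half of the fitted maximal effect; on the % scale 0 is the no-effect control and ±100 the full control effect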
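Compound-treated cells are incubated 24 hr at 37 deg C under 5% CO2 after a 12 hour attachment period, then luciferase detection reagent is added and luminescence is measured following 12 min at room temperature; lowered signal indicates toxicity.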
GLP1R inv ag – inverse agonists of human GLP-1 receptor. P43220. HEK293 GLP-1R CRE-luciferase, luminescence, 24 h; GLP-1R form is constitutively active. Potency, µM (highest dose often 38.3 µM), inactives show top-dose activity change, negative = inhibition, usual class: inhibitors. hit rate 1.6% among 410,000; further: potency means the concentration at half of the fitted maximal effect; on the % scale 0 is the no-effect control and ±100 the full control effect; nearly all actives have a fitted effect of over 55% in size
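Assay principle: reduced luminescence from a cAMP-responsive reporter in HEK293 cells co-expressing a constitutively active GLP-1R. Conditions: 24 hr compound incubation, 37 deg C, 5% CO2.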
KB-V1 MDR tox – KB-V1 MDR subline cytotoxicity. Potency, µM (highest dose often 46.1 µM), for the others: at the highest dose activity change, negative = cytotoxicity, usual class: cytotoxic. KB-V1 MDR cells viability, CellTiter-Glo, 72 h. hit rate 3.4% among 400,000; further: potency means the concentration at half of the fitted maximal effect; on the % scale 0 is the no-effect control and ±100 the full control effect; nearly all actives have a fitted effect of over 60% in size
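KB-V1 MDR subline cells in DMEM (phenol-red free, 10% FBS) exposed to compounds in qHTS concentration series for 72 h at 37 degrees C. Viability read by CellTiter-Glo luminescence; concentration-effect curves fitted after normalization and correction.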
TDP43 rescue – rescues yeast growth from TDP-43 toxicity; Potency, µM (top dose mostly 46.1 µM), inactives show top-dose growth rescue (activation), usual class: activators; AID 652104; hit rate 1.8% among 410,000; TDP-43 expressing yeast growth rescue, BacTiter-Glo, 24 h; further: potency means the concentration at half of the fitted maximal effect; % of control where 0% means no effect; nearly all actives have a fitted effect of over 50% in size
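Yeast cells expressing TDP-43 under galactose induction are exposed to compounds for 24 hr at 30 deg C. BacTiter-Glo luminescence measures growth, so protective compounds score as activators.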
The depositor's hits bear a star; i = inactive; ? = inconclusive; . = not tested or not shown; [ ] = dose if it differs, or a comment. Unless noted, the call rests on the fitted dose curve; in most records, active means well fitted curve in the direction sought with a large enough effect; inconclusive means small, poorly fitted or top-dose-only effect, or another doubt; inactive means no such curve, though single readings can be large; an effect the other way counts as inactive or inconclusive.

SMILES	D3 antag	GLP-1R agonist	D3 ag	PTHR1 ag	aSyn yeast inh	HEK293 tox	GLP1R inv ag	KB-V1 MDR tox	TDP43 rescue
O=C(NCCCNC(=O)c1ccccc1F)c1ccco1	3	1%	1	i	1%	-1%	29%	0%	-9%
Cc1nc2ccc(NC(=O)N3CCN(c4ccccn4)CC3)cc2s1	11	-5%	0	-16%	-6%	-21%	6%	0%	-7%
O=C(CN1CCCCC1)NNC(=O)c1cccc(Br)c1	-80*	7%	-34	i	-4%	-1%	8%	1%	-11%
CC(C)(Oc1ccc(Cl)cc1)C(=O)Nc1nnc2n1CCS2	.	3%	-2	-2%	-4%	2%	-11%	-7%	11%
O=C(NCCc1ccccc1)C1CCN(Cc2ccccc2F)CC1	9	10%	-8	i	0%	23%	-5%	-30%	-10%
COc1ccccc1NC(=S)NCc1ccc(S(N)(=O)=O)cc1	-19	3%	-15	13%	-5%	6%	9%	4%	0%
CCOc1ccc(C(=O)NCC(=O)OCC(=O)Nc2ccccc2OC)cc1	4	-3%	0	i	-17%	-8%	7%	19%	18%
OC(c1ccc(Cl)cc1Cl)C(Cc1cccnc1)n1cncn1 (stereo not drawn)	-75*	-4%	1	-3%	9%	-22%	1%	11%	25%
Cn1nc(C(=O)Nc2cccc(S(=O)(=O)N3CCCC3)c2)c2ccccc2c1=O	0	?	1	-12%	6%	-10%	73%[activator]	-18%	24%
O=C(CS(=O)(=O)Cc1ccccc1)Nc1nnc(C2CCCCC2)s1	10	-4%	4	-16%	-1%	-10%	0%	-19%	16%
COc1ccc2nc(C)cc(N3CCC(C(N)=O)CC3)c2c1	6	3%	-8	i	4%	6%	-10%	2%	-10%
C=CCSc1nc(N)c(C(=O)Nc2ccccc2C)cc1C(N)=O	28	-4%	0	-30%	-6%	4%	-28%	-18%	-5%
COCCNC(=S)c1ccc(OC)cc1	?	13%	-7	i	-12%	-8%	12%	-3%	-9%
COc1ccc(-c2cn3cccnc3n2)cc1	32	5%	-6	-4%	-9%	0%	21%	7%	.
COc1ccc(/C=N/NC(=O)CN(C2=NS(=O)(=O)c3ccccc32)c2ccccc2)cc1OC	9	18%	3	i	-1%	8%	180%[activator]	-7%	21%
CCO[C@H]1OC(C(=O)NCc2nc3ccccc3[nH]2)=C[C@@H](c2ccc3c(c2)OCO3)[C@@H]1CCCO	21	-1%	8	i	6%	-29%	20%	5%	11%
O=C(Oc1ccc(N(C(=O)c2ccncc2)S(=O)(=O)c2ccc(Cl)cc2)cc1)c1ccncc1	1	-2%	3	-1%	?	-27%	-12%	0%	?
COc1ccc(NC2CCCN(C(=O)c3ccc(C(C)=O)cc3)C2)cc1 (stereo not drawn)	3	0%	-14	i	0%	?	3%	-2%	12%
Cc1ccc(NC(=O)/C(=C/c2ccc([N+](=O)[O-])cc2)NC(=O)c2ccccc2)cc1	-3	6%	5	-2%	-3%	10%	-20%	-3%	-2%
CCC1CCCCN1C(=O)COc1c(Br)cc(Br)c2cccnc12 (stereo not drawn)	-5	12%	2	i	10%	-5%	?	?	5%
COC(=O)c1ccc(Cl)c(NC(=O)NC2CCCCC2)c1	-1	-4%	-8	-10%[57.5 µM]	0%	-4%	?	-2%	-1%
Cc1ccccc1NS(=O)(=O)c1cccc(-c2nnc(-c3ccccc3)o2)c1	-20	-3%	1	-60%[inhibitor]	.	-24%	0%	0%	2%
CCC1CN(C(=O)N2CCC(C(=O)N(C)Cc3ccccc3)CC2)c2ccccc2O1 (stereo not drawn)	.	.	2	-17%	.	-10%	-15%	.	14%
O=C(CCNC(=O)c1ccccc1Cl)Nc1cccc(S(=O)(=O)N2CCCCC2)c1	22	-1%	1	-17%	0%	10%	-18%	-16%	9%
CN(C)S(=O)(=O)N1CCC(N2CCN(Cc3ccc(F)cc3)C(=O)C2=O)CC1	.	.	2	-21%	.	-7%	3%	-16%	?
CCc1ccc2oc(=O)cc(CN3CCCCC3C)c2c1 (stereo not drawn)	-20	3%	-4	i	2%	6%	?	0%	8%
O=c1cc(-c2ccco2)oc2ccc(Cl)cc12	0	-4%	2	i	-11%	11%	-4%	-16%	-7%
Cc1ccc(S(=O)(=O)N(C)c2ccc(C(=O)NCC(c3ccco3)N(C)C)cc2)cc1 (stereo not drawn)	-27	-3%	-18	-3%	0%	-16%	7.1µM*	0%	3%
CCCCn1nnnc1C(c1cc2ccccc2o1)N1CCN(c2c(C)cccc2C)CC1 (stereo not drawn)	0	2%	8	-45%[inhibitor]	2%	-2%	?	0%	0%
CCOc1ccc(C(=O)Nc2ccccc2C#N)cc1[N+](=O)[O-]	-11	-5%	-6	-14%	-6%	?	3%	?	25%
COc1ccc(OC)c(C2/C(=C(/O)c3ccc(C)cc3)C(=O)C(=O)N2Cc2ccco2)c1 (stereo not drawn)	-24	1%	-6	i	-4%	-4%	-7%	-28%	-15%
CCn1nc(C)cc1C(=O)N1CCCC(C(=O)c2ccc3ccccc3c2)C1 (stereo not drawn)	?	14%	10	-46%[inhibitor]	10%	-5%	-15%	-28%	24%
Cc1cccc(-n2ncc3c2CCCC3NC(=O)CC(F)(F)F)c1C (stereo not drawn)	18	-3%	-4	-32%[inhibitor]	2%	-10%	-14%	?	10%
CC(C)NC(=O)CCCn1cc([N+](=O)[O-])cn1	-9	0%	5	i	-3%	-5%	30%	3%	-5%[9.22 µM]
N#CC1=C(N)Oc2n[nH]c(-c3cccs3)c2C1c1ccncc1 (stereo not drawn)	-8	-7%	-9	i	5%	-1%[0.307 µM]	3%[0.307 µM]	8%	4%
CCc1noc(C)c1C(=O)NNC(=O)c1ccc(F)cc1	-15	-14%	0	i	0%	5%	-22%	13%	-6%
C[C@H]1CN([C@@H](C)CO)S(=O)(=O)c2ccc(/C=C/c3ccccc3)cc2O[C@H]1CN(C)C(=O)NC1CCCCC1	?	1%	0	-27%	7%	-12%	?	?	18%
O=[N+]([O-])c1cccnc1Oc1cccnc1	6	-1%	-2	i	-1%	4%	10%	?	-8%
Cc1ccc(C)c(NC(=O)CSc2nc(-c3ccccc3Cl)nc3c2Cc2c(CO)cnc(C)c2O3)c1	.	.	-5	i	.	-1%	7%	7%	-3%
CCN(CC(=O)Nc1c(F)cccc1F)C(=O)C1CC(=O)N(CCc2ccc(OC)c(OC)c2)C1 (stereo not drawn)	4	-8%	3	i	-2%	2%	-4%	?	13%
CC(C)(C)NC(=O)c1ccnc(C(C)(C)C)c1	-23	12%	16	-27%	1%	-11%	3%	3%	-22%
O=C(Nc1ccccc1)N1N=C(c2cccs2)CC1c1cccs1 (stereo not drawn)	14	1%	2	-14%	?	9%	?	0%	-2%
Cc1c(NC(=O)C(C)Oc2cccc(F)c2)c(=O)n(-c2ccccc2)n1C (stereo not drawn)	-3	-2%	-1	?	-7%	1%	-22%	-2%	1%
CCOc1cc(/C=N/NC(=O)NN(C)c2ncc(C(F)(F)F)cc2Cl)ccc1O	-6	15%	2	-21%	-2%	3%[7.66 µM]	-4%[7.66 µM]	?	-21%[9.22 µM]
COc1ccc2c(CC(=O)OCC(=O)Nc3cccc(S(N)(=O)=O)c3)coc2c1	-5	1%	2	i	0%	?	-11%	0%	-2%
COc1ccc(S(=O)(=O)N2CCN(Cc3nc4ccc(C)cc4o3)CC2)cc1OC	.	.	-5	-21%	.	-7%	3%	-7%	23%
CCCN1C(=O)C(=O)c2cc(Cl)ccc21	-74*	12%	-35	i	-30%[inhibitor]	-24%	-20%	0%	-68%[inhibitor]
CCCCNC(=O)[C@H]1C[C@H]1[C@@H](O)[C@H](CO)NC(=O)[C@H](Cc1ccccc1)NC(=O)OC(C)(C)C	-27	0%	-5	i	-9%	12%	10%	16%	13%
N#CCCN(C(=S)Nc1ccc(Cl)c(Cl)c1)C1CCCCC1	3	-5%	-8	-90%[inhibitor]	-9%	?	?	-15%	?
CC[C@]1(C(=O)OC)[C@H]2C(=O)N(Cc3ccccc3)C(=O)[C@H]2[C@H]2CN(C)C(=NC)N21	13	-3%	8	i	2%	8%	-4%	8%	22%

Looked up by compound from the list above, 2 records:
SMILES	D3 antag	GLP-1R agonist	D3 ag	PTHR1 ag	aSyn yeast inh	HEK293 tox	GLP1R inv ag	KB-V1 MDR tox	TDP43 rescue
CCOc1cc(/C=N/NC(=O)NN(C)c2ncc(C(F)(F)F)cc2Cl)ccc1O	-6	15%	2	-21%	-2%	3%[7.66 µM]	-4%[7.66 µM]	?	-21%[9.22 µM]
CCCN1C(=O)C(=O)c2cc(Cl)ccc21	-74*	12%	-35	i	-30%[inhibitor]	-24%	-20%	0%	-68%[inhibitor]

Remaining list, next part
SMILES	D3 antag	GLP-1R agonist	D3 ag	PTHR1 ag	aSyn yeast inh	HEK293 tox	GLP1R inv ag	KB-V1 MDR tox	TDP43 rescue
CCOc1ccccc1OC(C)C(=O)Nc1ccc(S(=O)(=O)N2CCCC2)cc1 (stereo not drawn)	2	4%	-3	i	6%	-17%	-15%	-16%	?
COc1ccc(C(=O)n2nc(-c3ccccc3)nc2N)cc1OC	38	3%	11	-32%[inhibitor]	0%	-1%	30%[activator]	?	9%
NC(=O)CC1C(=O)N(c2ccc(F)cc2)C(=O)N1NC(=O)CCc1ccccc1 (stereo not drawn)	0	0%	-6	-13%	-2%	4%	7%	13%	-18%
CCOC(=O)C1CCCN(C(=O)c2cc(-c3ccco3)nc3ccccc23)C1 (stereo not drawn)	0	1%	3	i	-11%	-3%	17%	.	13%
C=CCNC(=O)c1ccccc1NS(=O)(=O)c1ccccc1	2	7%	-2	-11%	-10%	-4%	0%	0%	-1%
CC1(C(=O)Nc2ccc3c(c2)OCO3)CCN1C(=O)C1CCCCC1 (stereo not drawn)	-1	-6%	4	i	2%	-8%	11%	?	?

These rows are one share of the data (hit frequency here may not be typical).
